GALK inhibitor = galactokinase (human) inhibition | P51570 | Purified GALK, Kinase-Glo residual ATP luminescence | Potency, µM (titrated, usually from 57.5 µM), for inactives: at the top dose activity change, negative = inhibition, most hits filed as inhibitors | 270,000 compounds, 0.007% hits | AID 1868; also: potency is read from the fitted curve at half-maximal effect; % is scaled to controls: 0 for no effect and ±100 for the full control effect
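ATP-depletion format; final 35 uM ATP, 100 uM D-galactose, 5 nM enzyme; pH 8.0 HEPES/Mg2+ buffer; 60 min RT; luminescence read 10 min after detection reagent.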
A-T KAP1 phos = candidate therapy for ataxia-telangiectasia. Potency, µM (doses to about 57.5 µM), inactives show at the highest dose activation, most hits filed as activators. […] A-T fibroblasts, KAP-1 phosphorylation AlphaLISA; neocarzinostatin DNA damage 30 min before lysis. AID 485349. 320,000 compounds, 0.19% hits; also: potency is read from the fitted curve at half-maximal effect; % of control where 0% means no effect; nearly all actives have a fitted effect of over 45% in size
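ATM-like activity read as KAP-1 phosphorylation via AlphaLISA donor/acceptor antibody pairs after lysis and 6 hr at 25C. Cells were ATM-null patient fibroblasts ([…], hTERT), dosed 60 min, then exposed to the DSB inducer NCS for 30 min.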
KCNH2 3.1 block = KCNH2 3.1 (human) potassium channel inhibition | 340,000 compounds, 0.95% hits | AID 720553 | U2OS KCNH2 3.1, thallium flux FluxOr; active compounds read low | activity change, % (tested at about 1.8 µM);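 active = maximum activity change below -70%; inconclusive = maximum activity change from -70% to -50%; inactive = maximum activity change above -50%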;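 also: thallium influx rate constant from kinetic fluorescence after stimulation buffer; % is scaled to controls: 0 for no effect and ±100 for the full control effect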
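Measured as rate of thallium-driven FluxOr signal in transduced U2OS cells carrying the 3.1 channel, read kinetically for 2 min upon stimulation; values are rate constants scaled to DMSO control wells.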
TRPV1 ag = agonists of human vanilloid receptor 1 (TRPV1). Q8NER1. TRPV1-expressing cells, Fluo-8 calcium influx, agonist mode. activation, % at 8.33 µM. 320,000 compounds, 0.19% hits. AID 540275; in the data active = activation above about 80%; inconclusive = between about 30% and that limit; also: 0% is about no effect
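Cells expressing TRPV1 were dye-loaded with Fluo-8 and read kinetically: 10 s baseline, 3 min after compound (agonist portion), then 2 min after EC20 capsaicin (allosteric enhancer portion). Calcium-bound dye fluorescence at 480/520 nm.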
Coupling enz = inhibits coupling enzyme system, counter-screen for aldolase hits. activity change, negative = inhibition, % at 58.2 µM, hits read low. AID 2472. 290,000 compounds, 0.67% hits. coupling enzyme system counterscreen, AmpLite Red fluorescence; in the data active = activity change below about -30%; also: % is scaled to controls: 0 for no effect and ±100 for the full control effect
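Final compound at 57.5 uM, incubated 10 min at RT with coupling enzyme reagent (glyceraldehyde-3-phosphate), then 20 min with substrate and AmpLite Red detection. Fluorescence read at 525/598 nm; tests interference with the coupling assay, not aldolase inhibition.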
hERG WT inh = blocks the wildtype human KCNH2 potassium channel; Q12809; U2OS, BacMam KCNH2, thallium flux FluxOr; active compounds read low; activity change, % at 1.84 µM; 340,000 compounds, 0.37% hits; AID 720551;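 active = maximum activity change below -70%; inconclusive = maximum activity change between -70% and -50%; inactive = maximum activity change above -50%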; also: % is scaled to controls: 0 for no effect and ±100 for the full control effect
Target sequence (Q12809 whole entry, looked up): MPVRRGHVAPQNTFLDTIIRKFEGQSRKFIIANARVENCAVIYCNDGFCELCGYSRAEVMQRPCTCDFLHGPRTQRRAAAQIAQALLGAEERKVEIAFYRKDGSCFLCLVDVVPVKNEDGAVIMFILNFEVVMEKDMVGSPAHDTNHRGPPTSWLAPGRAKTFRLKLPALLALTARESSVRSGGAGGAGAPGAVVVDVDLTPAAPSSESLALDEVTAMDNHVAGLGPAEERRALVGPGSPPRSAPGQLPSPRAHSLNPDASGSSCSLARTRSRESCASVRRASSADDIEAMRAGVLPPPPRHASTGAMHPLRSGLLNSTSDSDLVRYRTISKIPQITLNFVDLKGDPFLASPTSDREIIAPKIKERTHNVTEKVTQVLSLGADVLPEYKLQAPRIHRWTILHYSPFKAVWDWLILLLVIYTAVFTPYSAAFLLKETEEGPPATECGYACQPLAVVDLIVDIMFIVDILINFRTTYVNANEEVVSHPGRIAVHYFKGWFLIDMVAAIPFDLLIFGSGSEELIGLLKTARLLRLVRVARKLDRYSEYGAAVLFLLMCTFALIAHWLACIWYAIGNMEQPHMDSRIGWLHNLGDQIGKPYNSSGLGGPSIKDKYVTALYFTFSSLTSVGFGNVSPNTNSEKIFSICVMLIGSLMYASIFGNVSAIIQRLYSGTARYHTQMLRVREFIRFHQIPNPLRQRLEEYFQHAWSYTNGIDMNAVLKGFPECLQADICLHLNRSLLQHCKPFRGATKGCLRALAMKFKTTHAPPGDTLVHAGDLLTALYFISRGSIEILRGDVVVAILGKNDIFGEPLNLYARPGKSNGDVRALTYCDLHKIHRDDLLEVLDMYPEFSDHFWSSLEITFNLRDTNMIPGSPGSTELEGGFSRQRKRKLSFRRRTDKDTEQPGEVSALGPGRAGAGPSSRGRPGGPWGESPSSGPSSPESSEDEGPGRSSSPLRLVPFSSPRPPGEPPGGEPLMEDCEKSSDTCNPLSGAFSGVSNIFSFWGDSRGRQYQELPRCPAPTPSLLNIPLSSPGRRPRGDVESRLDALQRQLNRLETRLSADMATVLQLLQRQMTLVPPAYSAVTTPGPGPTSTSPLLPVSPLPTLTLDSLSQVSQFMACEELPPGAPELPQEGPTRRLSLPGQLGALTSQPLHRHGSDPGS
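U2OS cells transduced with wild-type KCNH2 virus are loaded with FluxOr dye for 45 min, and thallium flux is measured in kinetic reads before and after stimulation buffer. Rate constants are normalized to DMSO controls.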
MBNL1 CUG block = MBNL1-poly(CUG) RNA binding inhibition; 280,000 compounds, 0.036% hits; AID 2675; Potency, µM (titrated, usually from 57.5 µM), for the others: at the top dose activity change, negative = inhibition, hits mostly inhibitors; TR-FRET MBNL1-His/biotin-(CUG)12 binding, 665/545 ratio; Q9NR56; active = well fitted inhibition curve with a large enough effect in the signal ratio, with a control signal flat, not every such curve was filed as active; inconclusive = small, poorly fitted or top-dose-only effect, or effect the other way, or a change in a side signal; inactive = no such curve, though single readings can be large or run the other way; the % refers to the signal ratio; also: potency is read from the fitted curve at half-maximal effect; % is scaled to controls: 0 for no effect and ±100 for the full control effect
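MBNL1-His + Biotin-(CUG)12, cpd titration 92 nM–58 uM; Tb anti-His Ab 0.055 ng/ul, SA-XL665 5 nM (final); 60 min RT; ratiometric 665/545 nm, Ex 340 nm; normalized to buffer and full-complex controls.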
Integrin act MD = activates integrin-mediated alleviation for muscular dystrophy; alpha7betagal myoblasts, beta-gal FDG fluorescence, 48 h; Potency, µM (highest dose often 38.3 µM), inactives show at the top dose activation, usual class: activators; 350,000 compounds, 0.064% hits; AID 624291;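 also: potency is read from the fitted curve at half-maximal effect; 100% = response of the positive control SU9516; nearly all actives have a fitted effect of over 60% in size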
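Alpha7betagal+/- myoblasts (passage 13) were plated 16-24 hr, then exposed to compounds (1:260 dilution of DMSO stock) for 48 hours at 37C. After MPER lysis, β-galactosidase reporter activity was read as FDG fluorescence (ex 480/em 540) after 30 minutes.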
ASM inhibitor = human S-ASM enzyme inhibition; AID 504937; P17405; Potency, µM (series often up to 57.5 µM), for inactives: top-dose activity change, negative = inhibition, most hits filed as inhibitors; placental ASM, HMU-PC fluorogenic substrate, 60 min; 340,000 compounds, 0.006% hits; also: potency is read from the fitted curve at half-maximal effect
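HMU-PC0 cleavage (9 uM final) by human placental ASM, 60 min at 37 °C following 10 min compound exposure at RT; stopped at pH 10, fluorescence Ex 386/Em 447 nm.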
MLL CXXC-DNA inh = inhibitors of human MLL CXXC domain-DNA interaction; Q03164; MLL-CXXC / FITC-HOXA9 DNA fluorescence polarization; Potency, µM (titrated, usually from 115 µM), for the others: at the highest dose activity change, negative = inhibition, hits mostly inhibitors; 290,000 compounds, 0.037% hits; active = well fitted inhibition curve with a large enough effect in the polarisation, with a control signal flat, not every such curve was filed as active; inconclusive = small, poorly fitted or top-dose-only effect, or effect the other way, or a change in a side signal; inactive = no such curve, though single readings can be large or run the other way; the % refers to the polarisation; also: potency is read from the fitted curve at half-maximal effect
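Steps: dispense CXXC domain solution (7 uM) → pin compounds or unlabeled HOX-A9 DNA control → 5 min ambient → add FLSN-HOX-A9 solution (50 nM) → spin → 30 min ambient → fluorescence polarization. Tris pH 7.5/NaCl/DTT/BSA buffer.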
* marks the source's active call; other numbers are inactive results; i = inactive; ? = inconclusive; . = not tested or not shown; & = joins results of further samples; [ ] = remark or other dose. Unless noted, calls follow the shape of the dose curve; as a rule, active = well fitted curve in the direction sought with a large enough effect; inconclusive = small, poorly fitted or top-dose-only effect, or another doubt; inactive = no such curve, though single readings can be large; an effect the other way counts as inactive or inconclusive. An excerpt, so the mix of outcomes need not match the whole.

Compound	GALK inhibitor	Integrin act MD	MLL CXXC-DNA inh	hERG WT inh	A-T KAP1 phos	KCNH2 3.1 block	Coupling enz	TRPV1 ag	MBNL1 CUG block	ASM inhibitor
CC(C)n1c(=O)c(C=Nc2ccc(F)cc2)c(O)n(Cc2ccco2)c1=O	2%	30%	2%	24	-6%	7	1	29	2%	2%
Cn1c(O)c(/C=N/NC(=O)c2ccncc2)c(=O)n(C)c1=S	-2%	15%	26%	-1	1%	3	3	?	?	68%
Clc1cc(Cl)c(-c2cc(Cl)c(Cl)cc2Cl)cc1Cl	.	.	.	0	-5%	2	.	-1	.	0%
CCc1ccc2c(c1)Sc1ccccc1CC2N1CCN(C)CC1 (centres undefined)	.	-63%[inhibitor]	.	?	.	-96*	.	.	.	-8%
Cc1nn(Cc2ccccc2)c(Cl)c1C(=O)OCC(=O)Nc1cccc2ccccc12	0%	25%	-1%	-2	7%	17	0	0	-1%	1%
CN(C)S(=O)(=O)c1cc(NC(=O)C[N+]23CCN(CC2)CC3)ccc1Cl	0%	10%	-4%	-12	2%	3	-1	-1	.	0%
CC1CN1P(=O)(Oc1ccccc1)N1CC1C (centres undefined)	.	0%	.	7	.	6	.	.	.	5%
CCOC(=O)C(O)(c1ccc(NC(=O)c2ccco2)c(OC)c1)C(F)(F)F (centres undefined)	0%	-2%	-3%	3	14%	14	-4	8	-3%	-5%
CCN1C(=O)/C(=C/c2ccc3c(c2)CCN3CCCCl)C(=O)NC1=S	-2%	-17%	-5%	9	2%	7	1	-7	.	10%
O=c1c2cc(N3CCOCC3)ccc2[nH]c(=S)n1Cc1ccc(Cl)cc1	1%	9%	31%[activator]	-2	7%	3	-9	-3	14%	43%[activator]
O=C(CN1CCN(Cc2ccc(Cl)cc2)C1=O)N1CCC2(CC1)OCCO2	0%	-5%	1%	-10	-1%	-3	0	0	-2%	1%
COc1cc(/C=C/[N+](=O)[O-])ccc1OC(=O)c1cccnc1	-2%	0%	-13%	-1	-2%	5	0	-1	1%	1%
CCOCCN1CCC(OC(C)=O)C(C)C1 (centres undefined)	-1%	15%	-3%	3	7%	3	6	1	-1%	3%
COC(=O)C1=C(c2cc3ccccc3o2)C[C@@H]2CC[C@H]1N2C(=O)NCCNC(C)=O	.	16%	.	2	.	0	.	.	.	2%
O=c1c2ccccc2nc(-c2ccccc2)n1-c1ccc(O)cc1	1%	-25%	10%	-14	-2%	12	5	11	1%	1%
COc1ccc2c(c1OC)C(=O)OC2C1c2cc3c(cc2CCN1C)OCO3 (centres undefined)	1%	6%	12%	-10	-4%	10	1&3&3&1	1	-6%	-1%
C=CCn1c(O)c(C=Nc2c(C)n(C)n(-c3ccccc3)c2=O)c(=O)[nH]c1=O	1%	5%	28%	-2	1%	-13	8	4	17%	3%
Cc1nc2ccc(Cl)cc2c(=O)n1-c1ccc([N+](=O)[O-])cc1	2%	?	-3%	-7	3%	-3	5	0	?	-1%
COc1cc(/C=C/c2cccc[n+]2C)ccc1OCC(=O)Nc1ccccc1C	-3%	0%	12%	-3	3%	1	2	-1	?	6%
CC(C)(C)C(=O)Nc1ccc(S(=O)(=O)N2CC3CC(C2)c2cccc(=O)n2C3)cc1 (centres undefined)	-3%	4%	12%	11	-5%	3	.	-2	-3%	3%
Cc1nc2cc([N+](=O)[O-])ccc2c(=O)n1-c1cccc(Br)c1	.	1%	.	3	.	-13	.	.	.	-6%
CCN(CC)CC(O)c1ccc(C2CCCC2)cc1 (centres undefined)	.	31%	-8%	10	4%	-22	2	-3	-3%	-1%
O=C(C1CCC(=O)N1Cc1ccc(F)cc1)N1CCC2(CC1)OCCO2 (centres undefined)	-1%	9%	19%	-4	1%	10	2	10	-6%	-1%
COc1cccc(Oc2coc3cc(OC(=O)N(C)C)ccc3c2=O)c1	0%	-2%	?	-11	2%	17	-4	?	-12%	0%
COC(=O)C1=C(c2cc3ccccc3s2)C[C@@H]2CC[C@H]1N2C(=O)N1CCC(C)CC1	.	-7%	.	-7	.	10	.	.	.	-9%
COC(=O)C1=C(c2ccccc2OCc2ccccc2)C[C@@H]2CC[C@H]1N2C(=O)NCCOc1ccccc1	.	-43%	.	-12	-1%	-5	.	19	.	0%
CCc1nnc(NS(=O)(=O)c2ccc(N=Cc3c(O)n(-c4ccc(Cl)cc4)c(=O)[nH]c3=O)cc2)s1	4%	-16%	0%	-5	0%	4	13	2	6%	-1%
COC(=O)C1=C(c2cccc(OCc3ccccc3)c2)C[C@@H]2CC[C@H]1N2C(=O)NCc1cccc(F)c1	.	0%	.	-15	17%	-47	.	5	.	-6%
O=c1[nH]cnc2nc(-c3ccc(N(CCCl)CCCl)cc3)[nH]c12	.	0%	.	-5	.	-6	.	.	.	i
CC1CCCN1CCC(C(N)=O)(c1ccccc1)c1ccccc1 (centres undefined)	.	14%	.	12	.	-3	.	.	.	2%

Overlap with the part before: 3 entries; new compounds follow.
Compound	GALK inhibitor	Integrin act MD	MLL CXXC-DNA inh	hERG WT inh	A-T KAP1 phos	KCNH2 3.1 block	Coupling enz	TRPV1 ag	MBNL1 CUG block	ASM inhibitor
COC(=O)C1=C(c2cccc(OCc3ccccc3)c2)C[C@@H]2CC[C@H]1N2C(=O)NCc1cccc(F)c1	.	0%	.	-15	17%	-47	.	5	.	-6%
O=c1[nH]cnc2nc(-c3ccc(N(CCCl)CCCl)cc3)[nH]c12	.	0%	.	-5	.	-6	.	.	.	i
CC1CCCN1CCC(C(N)=O)(c1ccccc1)c1ccccc1 (centres undefined)	.	14%	.	12	.	-3	.	.	.	2%
Cc1c(N=Cc2c(O)n(Cc3ccco3)c(=O)[nH]c2=O)c(=O)n(-c2ccccc2)n1C	2%	4%	8%	7	-3%	8	1	-1	3%	-1%
N#CC(C#N)=NNc1ccc(-n2ccc(C(F)(F)F)n2)cc1	.	?	-10%	-5	-20%	0	11	9	6%	-12%
Cn1cc(C(=O)NP(=O)(N2CCOCC2)N2CCOCC2)c2ccccc21	6%	14%	4%	-3	-6%	1	2	-5	-3%	-2%
CN(C)C(=Nc1ccccc1)P(=S)(N(C)C)N(C)C	1%	13%	29%	-6	2%	-4	0	11	-13%	0%
C/C=C1/C[C@@H](C)[C@](O)(CO)C(=O)OCC2=CCN3CC[C@@H](OC1=O)[C@@H]23	.	.	.	-1	2%	-15	.	-3	.	2%
O=c1c2ccccc2nc(/C=C/c2ccccc2)n1-c1ccccc1O	-2%	22%	-25%	-3	-2%	18	-12	23	10%	-3%
CC(C)CC(NC(=O)C1CCCCC1)C(=O)N1CCC2(CC1)OCCO2 (centres undefined)	0%	1%	-14%	-12	-3%	4	-1	-4	-2%	7%
CCOC(=O)c1ccc(N=C(c2ccccc2)c2c(O)n(C)c(=O)n(C)c2=O)cc1	1%	-3%	-4%	-6	-3%	4	-2	1	0%	-1%
COc1ccc2c(c1)C(c1ccc(N(CCCl)CCCl)cc1)=NCC2	.	-58%[inhibitor]	.	10	.	21	.	.	.	-4%
O=C(N/N=C/c1c(O)n(Cc2ccccc2)c(=O)[nH]c1=O)c1ccccc1O	-2%	4%	-14%	7	1%	5	7	0	?	10%
CCCCn1c(O)c(C(=O)/C=C/c2ccc3c(c2)OCO3)c(=O)[nH]c1=O	5%	-6%	-16%	10	-5%	-1	-1	0	-12%	-3%
O=C1NC(=O)C(CCc2ccncc2)(CCc2ccncc2)C(=O)N1Cc1ccccc1	-1%	12%	7%	6	3%	-3	4	0	5%	-2%
Cc1ccc2c(c1)N(C(=O)CCC(=O)N1CCC3(CC1)OCCO3)CCO2	-3%	1%	10%	-6	-3%	-3	.	4	1%	0%
ClCCNc1nc2ccc(Cl)cc2[nH]1	-3%	4%	1%	9	7%	8	-3	4	-2%	1%

Full records from above. Values in the order: GALK inhibitor, Integrin act MD, MLL CXXC-DNA inh, hERG WT inh, A-T KAP1 phos, KCNH2 3.1 block, Coupling enz, TRPV1 ag, MBNL1 CUG block, ASM inhibitor
Shown for O=C1NC(=O)C(CCc2ccncc2)(CCc2ccncc2)C(=O)N1Cc1ccccc1 = -1%, 12%, 7%, 6, 3%, -3, 4, 0, 5%, -2%
Shown for CCCCn1c(O)c(C(=O)/C=C/c2ccc3c(c2)OCO3)c(=O)[nH]c1=O = 5%, -6%, -16%, 10, -5%, -1, -1, 0, -12%, -3%

High-throughput results (PubChem BioAssay)
